Compound activity from PubChem BioAssay.
FXIa inh 1536: factor XIa (human) inhibition. P03951. purified FXIa, Boc-Glu-Ala-Arg-AMC fluorogenic substrate. inhibition, % at 5 µM. 220,000 compounds, 0.14% hits;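 active means inhibition of at least 40%; inactive means inhibition below 40%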;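 further: fluorescence of freed AMC excited at 355 nm; 0% = enzyme without compound and 100% = no enzyme blank; many of its hits are not listed in these tables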
FXIIa inh 1536: blocks human coagulation factor XIIa protease activity; P00748; 220,000 compounds, 0.3% hits; inhibition, % at 5 µM; purified FXIIa, Boc-QGR-AMC fluorogenic substrate, 2 h; AID 800; in the data active means inhibition above about 40%;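 further: 0% = enzyme with no compound and 100% = blank without enzyme; many of its hits are not listed in these tables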
Target sequence (P00748 20-372 limits assumed): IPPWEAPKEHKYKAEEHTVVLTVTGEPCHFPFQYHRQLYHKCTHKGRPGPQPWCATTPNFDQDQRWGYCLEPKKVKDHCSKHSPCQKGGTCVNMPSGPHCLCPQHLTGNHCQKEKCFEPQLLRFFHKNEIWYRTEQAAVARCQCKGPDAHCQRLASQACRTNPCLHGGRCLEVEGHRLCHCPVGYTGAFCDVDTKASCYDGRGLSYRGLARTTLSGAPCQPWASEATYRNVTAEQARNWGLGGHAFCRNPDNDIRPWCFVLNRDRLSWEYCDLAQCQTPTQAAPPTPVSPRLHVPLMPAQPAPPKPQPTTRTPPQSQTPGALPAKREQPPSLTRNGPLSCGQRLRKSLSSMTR
Target sequence (P00748 373-615 limits assumed): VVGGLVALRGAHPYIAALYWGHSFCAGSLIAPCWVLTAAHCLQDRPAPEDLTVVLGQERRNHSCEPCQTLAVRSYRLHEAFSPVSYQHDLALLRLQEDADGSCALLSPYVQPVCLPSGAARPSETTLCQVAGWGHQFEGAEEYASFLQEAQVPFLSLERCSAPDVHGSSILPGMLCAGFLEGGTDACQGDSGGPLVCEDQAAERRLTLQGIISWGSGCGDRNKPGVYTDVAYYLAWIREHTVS
PPC-1+TRAIL kill: kills PPC-1 cancer cells in the presence of TRAIL; PPC-1 cells + TRAIL, ATPLite viability luminescence; cell killing (% activity), % at 4 µM; 220,000 compounds, 0.41% hits; AID 1443;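 active means cell killing above 50% in the first pass at 4 µM, then a duplicate retest at 5 µM averaging 50% or more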;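 further: plate controls were cells with TRAIL plus DMSO for no effect and medium-only wells lacking cells for full effect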
Wee1 degr inh: blocks degradation of human Wee1 kinase | HeLa Luc-Wee1K328M stability, luciferase luminescence; 100% = proteasome inhibitor MG132 effect | reporter increase, % at 5 µM | 220,000 compounds, 1.2% hits | AID 1321;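 active means activation above the mean of all tested compounds plus 3 SD, set per screening run, cut at about 8.8% in these data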;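 further: cells exposed to compound for 20 h before luminescence read; 0% = DMSO alone and 100% = MG132 at 30 µM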
PGE2 EP2 inh: EP2 receptor (human) inhibition; C6 glioma cells expressing human EP2, cAMP TR-FRET; cells stimulated with saturating PGE2; inhibition, % at 25 µM; 260,000 compounds, 0.52% hits; AID 1422;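 active means percent inhibition above 40 after rounding to a whole number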;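 further: rat C6 glioma host cells with rolipram phosphodiesterase inhibitor present; the protocol text gives 20 µM as final concentration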
Target sequence (P43116 whole entry, looked up): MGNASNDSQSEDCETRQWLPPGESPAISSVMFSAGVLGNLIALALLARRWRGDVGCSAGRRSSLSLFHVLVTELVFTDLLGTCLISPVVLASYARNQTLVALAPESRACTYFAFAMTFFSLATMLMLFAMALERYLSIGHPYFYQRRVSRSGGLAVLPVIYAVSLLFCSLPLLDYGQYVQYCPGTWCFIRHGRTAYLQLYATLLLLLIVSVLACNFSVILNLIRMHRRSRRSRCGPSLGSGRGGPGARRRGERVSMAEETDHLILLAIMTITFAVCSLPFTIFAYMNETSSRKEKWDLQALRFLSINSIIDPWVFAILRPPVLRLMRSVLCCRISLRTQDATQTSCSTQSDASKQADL
CHOP inhibitor: inhibitors of CHOP induction in ER stress response. CHO-K1 CHOP-promoter luciferase, tunicamycin-induced, 15-18 h. inhibition, % at 10 µM. 220,000 compounds, 3.8% hits;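 active means compounds that reduced the stress-induced luciferase reporter signal by more than about 70% of percent inhibition, limit read from the data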;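 further: 0% = tunicamycin plus vehicle and 100% = wells without tunicamycin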
TNF necrop inh: inhibitors of TNF-alpha induced necroptosis in Jurkat FADD-/- cells; Jurkat FADD-/- TNF necroptosis rescue, ATP luminescence, 24 h; 0 = TNF only, 100 = no-TNF cells; activation (protection from cell death), % at 10 µM; 220,000 compounds, 0.068% hits;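 active means activation, meaning protection from cell death, of at least 50% relative to plate controls; inactive means activation below 50%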;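 further: necroptosis triggered by 40 ng/mL TNF-alpha added together with compound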
L929 necroptosis: blocks zVAD induced death of L929 cells. L929 zVAD necroptosis rescue, ATP luminescence, 24 h; with zVAD 60 µM. viability rescue, % at 10 µM. 220,000 compounds, 0.38% hits;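 active means activation, scaled between plate controls, above about 75%, limit read from the data; inactive means activation under that limit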;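 further: 0% = zVAD with DMSO and 100% = DMSO alone without zVAD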
Tb hexokinase: blocks Trypanosoma brucei hexokinase 1 activity. recombinant TbHK1, G6PDH-coupled NADH A340. inhibition, % at 10 µM. 220,000 compounds, 0.11% hits. AID 1430;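 active means inhibition of 50% or more in the single-dose primary screen; inactive means inhibition below 50%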
Active calls of the source: *; / = not tested or not shown.

SMILES | FXIa inh 1536 | FXIIa inh 1536 | PPC-1+TRAIL kill | Wee1 degr inh | PGE2 EP2 inh | CHOP inhibitor | TNF necrop inh | L929 necroptosis | Tb hexokinase
O=C(Nc1ccccc1)C(c1ccccc1)C1CCCC1 (stereo not given) | 11 | 9 | -2 | 0 | 1 | 14 | 1.7 | 3.0 | 2
Cc1cc2c(ncn2Cc2ccccc2)c(NS(C)(=O)=O)c1C | -9 | 12 | 13 | 1 | 7 | 24 | -5.3 | 0.1 | -2
COc1ccccc1NC(=O)Cn1c(C)cc(=O)c2cccc(OC)c21 | -2 | 2 | 15 | -1 | 5 | 30 | -4.8 | -0.7 | -22
Cc1ccc(C)c2c(N)c3c(nc12)CCCCC3 (tested in a mixture with another compound) | -2 | 2 | -9 | 3 | 8 | 4 | 1.5 | -0.6 | -8
Cc1ccc(-c2nc3c(=O)n(-c4ccccc4)c4c(c(=O)n(C)c(=O)n4C)c3o2)cc1 | -6 | -1 | 10 | -1 | 13 | -12 | -0.8 | -0.2 | -45
CN1C(=O)C(CC(=O)O)S/C1=N\N=C\c1ccc(O)cc1O (stereo not given) | 3 | 11 | 15 | -1 | 8 | 4 | -0.3 | -0.5 | -82
Cc1c(C(=O)NCCO)sc2nc3n(c(=O)c12)CCC3 | 1 | 13 | -1 | -1 | 5 | 5 | -0.3 | 0.1 | -10
CCOc1cccc(Oc2ccc(C(F)(F)F)cn2)c1 | 0 | 12 | -10 | 0 | 1 | 25 | -1.0 | -0.1 | 1
CCCN(CCC)C(=O)Nc1ccc(F)cc1F | -1 | 1 | -9 | -2 | 7 | 3 | 4.0 | 2.1 | -9
O=C(CSCCOc1ccccc1)NCc1ccncc1 | -9 | 4 | 14 | -1 | 11 | 13 | -0.3 | 1.6 | -9
CCCCC(=O)Nc1ccc(C(=O)OC2CCCCC2)cc1 | 11 | 18 | 17 | -2 | 26 | -3 | 3.1 | 0.1 | 8
CCCCCn1c(CCNC(=O)c2cccs2)nc2ccccc21 | -5 | 6 | 4 | 4 | 6 | 29 | 0.7 | -0.2 | 7
O=P(c1ccccc1)(c1ccccc1)C1CCCO1 (stereo not given) | 2 | 1 | 20 | 0 | 4 | 1 | -1.3 | -0.5 | -1
Cc1cc(C)cc(NC(=O)CSc2nc(CSc3ccc(Cl)cc3)cc(=O)[nH]2)c1 | 0 | 3 | 2 | -1 | 4 | -3 | 3.1 | 0.7 | 3
Cc1ccc2c(c1)N(CC(=O)OCC(=O)NCc1ccccc1)C(=O)CO2 | -4 | 6 | 6 | -4 | 8 | -1 | -1.2 | 17 | -2
COc1ccc(OCC(=O)NCCCn2ccnc2)cc1 | 3 | 4 | 13 | 1 | 4 | -17 | 2.7 | 0.5 | -5
O=C(CSc1n[nH]c(-c2cccs2)n1)N1CCN(S(=O)(=O)c2ccc3ccccc3c2)CC1 | 1 | 8 | 5 | -2 | 10 | 45 | -3.8 | -0.5 | -11
COc1ccccc1OCC(=O)Nc1ccc(N2CCCCC2)cc1 | -5 | 13 | 10 | 11* | 6 | 3 | 2.4 | 9.9 | -3
COC(=O)CCCC1=CC2=CC(=O)C(C)(OC(=O)c3cccs3)C(=O)C2=CN1Cc1ccco1 (stereo not given) | 3 | 4 | 0 | / | 29 | -6 | -1.4 | -0.9 | -38
CCc1nc(Nc2ccncc2)c2oc3ccccc3c2n1 | -2 | -4 | 7 | 0 | 3 | / | -6.3 | -0.3 | -69
COC(=O)CC1NCCc2cc(OC)c(OC)cc21 (stereo not given) | -8 | 4 | 12 | -1 | 8 | -23 | 1.2 | 1.0 | 1
CCN1CCCC1CN(Cc1cc2ccc(C)cc2[nH]c1=O)C(=S)Nc1cccc(OC)c1 (stereo not given) | 6 | 5 | 13 | 0 | 2 | -22 | 4.2 | 0.0 | -9
COC(=O)c1ccccc1NC(=S)NC(=O)CC(C)C | -1 | 12 | 1 | -2 | 7 | 2 | -1.0 | -0.1 | -4
N=C1c2c(cc(=O)n3c2[nH]c2ccccc23)CN1CCN1CCOCC1 | 7 | -9 | 5 | -4 | 11 | -16 | 0.0 | -0.3 | -11
CCOC(=O)COc1ccc(C(=O)CC)cc1OC | -6 | 1 | 18 | -3 | 1 | -16 | 0.5 | 15 | 1

Results in PPC-1+TRAIL kill, FXIIa inh 1536 and TNF necrop inh, for two of the compounds above:
Molecule	PPC-1+TRAIL kill	FXIIa inh 1536	TNF necrop inh
O=C(CSCCOc1ccccc1)NCc1ccncc1	14	4	-0.3
CCCCC(=O)Nc1ccc(C(=O)OC2CCCCC2)cc1	17	18	3.1

The main list resumes; the 7 compounds before the break are reprinted first.
SMILES | FXIa inh 1536 | FXIIa inh 1536 | PPC-1+TRAIL kill | Wee1 degr inh | PGE2 EP2 inh | CHOP inhibitor | TNF necrop inh | L929 necroptosis | Tb hexokinase
COC(=O)CCCC1=CC2=CC(=O)C(C)(OC(=O)c3cccs3)C(=O)C2=CN1Cc1ccco1 (stereo not given) | 3 | 4 | 0 | / | 29 | -6 | -1.4 | -0.9 | -38
CCc1nc(Nc2ccncc2)c2oc3ccccc3c2n1 | -2 | -4 | 7 | 0 | 3 | / | -6.3 | -0.3 | -69
COC(=O)CC1NCCc2cc(OC)c(OC)cc21 (stereo not given) | -8 | 4 | 12 | -1 | 8 | -23 | 1.2 | 1.0 | 1
CCN1CCCC1CN(Cc1cc2ccc(C)cc2[nH]c1=O)C(=S)Nc1cccc(OC)c1 (stereo not given) | 6 | 5 | 13 | 0 | 2 | -22 | 4.2 | 0.0 | -9
COC(=O)c1ccccc1NC(=S)NC(=O)CC(C)C | -1 | 12 | 1 | -2 | 7 | 2 | -1.0 | -0.1 | -4
N=C1c2c(cc(=O)n3c2[nH]c2ccccc23)CN1CCN1CCOCC1 | 7 | -9 | 5 | -4 | 11 | -16 | 0.0 | -0.3 | -11
CCOC(=O)COc1ccc(C(=O)CC)cc1OC | -6 | 1 | 18 | -3 | 1 | -16 | 0.5 | 15 | 1
Cc1nc2nc(SCC(=O)NCCCN3CCOCC3)nn2c(C)c1Cc1ccccc1 | -3 | 6 | -6 | -3 | 3 | 5 | 1.2 | 0.1 | -2
CCOC(=O)CSc1nc2c(sc3ccccc32)c(=O)n1CCCN1CCOCC1 | -16 | -12 | 5 | 1 | 5 | -4 | -0.5 | -0.4 | -16
COc1ccccc1N1CCN(C(=O)N2CCOCC2)CC1 | 6 | 13 | 5 | -1 | 10 | -19 | -0.2 | 1.2 | -7
O=C1CSCC(=O)N1c1ncc(C(F)(F)F)cc1Cl | -4 | 4 | 5 | -3 | 15 | -21 | 3.0 | 0.4 | -4
CCCCC(CC)CNC(=O)c1cccs1 (stereo not given) | -9 | -3 | 0 | -2 | 11 | 13 | 1.2 | 0.7 | 1
O=C(C(NS(=O)(=O)c1cccc2nsnc12)c1ccccc1)N1CCN(c2ccccc2)CC1 (stereo not given) | -7 | -1 | 25 | -1 | 13 | 36 | -0.5 | -0.9 | -10
Cn1c(C(=O)OCC(=O)NCC2CCCO2)cc2sccc21 (stereo not given) | -14 | -10 | 6 | 0 | 15 | 13 | -1.4 | 0.6 | -3
CCOC(=O)N1CCN(CC(=O)Nc2cc(C)nn2-c2nc3ccccc3s2)CC1 | 7 | 24 | -9 | 0 | 0 | -21 | -2.3 | -1.1 | -10
Cc1ccccc1CSCC(=O)NCc1ccco1 | 5 | 5 | 15 | -3 | 6 | 12 | 0.4 | 0.8 | 7
COc1ccc(/C=N/NC(=O)c2ccccc2O)cc1CN1CCOCC1 | 2 | 8 | 0 | 2 | 5 | -6 | 4.1 | 1.3 | -57
CCn1c(N)nc2c1c(=O)n(C)c(=O)n2C | -5 | 2 | 12 | -1 | 9 | -26 | 0.6 | 1.7 | 1
CO/N=C/NC(=O)c1ccc([N+](=O)[O-])c(CS(=O)(=O)c2ccc(Cl)cc2)c1 | -1 | 6 | -15 | -2 | 11 | 33 | -3.9 | -0.1 | -3
OC(CN1CCN(Cc2ccccc2)CC1)c1ccc(F)cc1 (stereo not given) | 14 | 10 | 58* | 3 | 7 | -13 | 2.2 | 0.5 | -3
COc1ccccc1N1CCN(C(=O)c2ccc(CSc3ccccc3)cc2)CC1 | -1 | 5 | 29 | -2 | 1 | 20 | 1.4 | 2.2 | -4
CC1CCCC(C)N1C(=O)c1ccccc1Nc1ccc(SC(F)F)cc1 (stereo not given) | -6 | -3 | 15 | 1 | 3 | 64 | -1.8 | -0.3 | 4
CCOc1ccc2nc(SCC(=O)c3ccc(Cl)s3)sc2c1 | -11 | -2 | 3 | -2 | 19 | 44 | 1.5 | 0.9 | 0
COc1ccc(CNn2c(-c3ccccc3F)nc3ccccc3c2=O)cc1OC | -3 | 11 | 4 | 4 | 10 | 2 | 0.4 | 0.0 | -4
CCN1/C(=C2\C(=O)N(C)C(=S)N2C)C=Cc2ccccc21 | 2 | 4 | 5 | -3 | 10 | -2 | -5.8 | -0.2 | -7
O=C(Nc1ccc(-c2nc3ccccc3o2)cc1)c1ccc(N2CCOCC2)c([N+](=O)[O-])c1 | 2 | 19 | 5 | -2 | 5 | 101* | -7.8 | 0.3 | -23
COc1cccc(NC(=O)c2ccc(NCCCN3CCC(C)CC3)c([N+](=O)[O-])c2)c1 | -5 | 2 | 5 | -3 | 3 | 4 | 5.6 | 1.6 | 5
CCOC(=O)N1CCC(NC(=O)c2cc(C(=O)Nc3ccc(S(=O)(=O)N4CCOCC4)cc3)ccc2CO)CC1 | -2 | 3 | -4 | 2 | 3 | 29 | -0.2 | -0.2 | 4
CC(C)c1csc(CN2CCC(N3CCC(C(=O)NCC4CCCO4)CC3)CC2)n1 (stereo not given) | -1 | 8 | 16 | 7 | 2 | -12 | -0.2 | -0.4 | 7
CCc1ccccc1NC(=S)N(CCN(C)C)C(C)c1ccco1 (stereo not given) | -3 | 7 | 13 | 2 | 6 | 18 | 1.1 | -1.2 | 8
C/C(=N\NC(=O)c1cccc([N+](=O)[O-])c1)c1cccs1 | 4 | 14 | 15 | 6 | 9 | -27 | 1.7 | -0.4 | -33
Fc1cccc(/C=N/Nc2ccc3ccccc3n2)c1 | -1 | 1 | -3 | 3 | 7 | 50 | 4.9 | 1.0 | -16
CC(NC(=O)Nc1ccccc1)c1ccccc1 (stereo not given) | 3 | 6 | 0 | 3 | 16 | -3 | 3.6 | 0.5 | 1
CCCCOc1ccc(CSCCN)cc1Cl | -2 | 6 | 10 | -1 | 13 | 73* | -4.6 | 0.0 | 13
O=C(O)c1ccccc1SCC(=O)N1CCOCC1 | 33 | 18 | 6 | 3 | 6 | -10 | 0.9 | 0.5 | 12
O=C(NNC(=O)c1ccc(-c2ccccc2)cc1)c1ccccc1 | 6 | 13 | 11 | -1 | 5 | 81* | 1.8 | 1.8 | -6
CCOc1cccc(/C(O)=C2/C(=O)C(=O)N(CCN3CCOCC3)C2c2cccnc2)c1 (stereo not given) | 2 | 4 | 14 | -4 | 19 | 5 | -0.3 | 0.8 | -21

Only part of the results is shown; the hit share may differ from the screen's.
